LmPK inh: qHTS Assay for Inhibitors of Leishmania Mexicana Pyruvate Kinase (LmPK) | Potency, µM (top dose mostly 57.5 µM), for inactives: top-dose activity change, negative = inhibition, hits mostly inhibitors | Q27686 | purified LmPK, Kinase-Glo ATP luminescence, 1 h | actives 0.37% (n = 290,000) | AID 1721, 2009; note: potency is the fitted concentration of half-maximal effect; % is set by controls: 0 for no effect and ±100 for the full control effect
Target sequence (Q27686 whole entry, looked up): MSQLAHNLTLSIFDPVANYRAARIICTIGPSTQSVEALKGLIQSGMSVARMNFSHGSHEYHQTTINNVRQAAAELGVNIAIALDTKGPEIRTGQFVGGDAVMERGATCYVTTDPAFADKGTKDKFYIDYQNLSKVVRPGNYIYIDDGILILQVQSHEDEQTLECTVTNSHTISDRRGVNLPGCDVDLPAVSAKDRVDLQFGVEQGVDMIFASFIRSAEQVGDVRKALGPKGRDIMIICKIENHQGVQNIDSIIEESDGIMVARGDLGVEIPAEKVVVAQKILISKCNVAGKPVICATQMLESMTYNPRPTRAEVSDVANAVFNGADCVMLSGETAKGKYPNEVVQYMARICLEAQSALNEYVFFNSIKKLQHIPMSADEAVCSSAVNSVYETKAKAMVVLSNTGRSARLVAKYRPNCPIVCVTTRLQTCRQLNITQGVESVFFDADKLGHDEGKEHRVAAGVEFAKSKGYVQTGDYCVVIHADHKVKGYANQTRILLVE
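Purified LmPK (0.1 nM) converted ADP (0.1 mM) to ATP with PEP (0.5 mM) in imidazole buffer pH 7.2 with KCl and MgCl2, 1 h at room temperature. ATP was read by Kinase-Glo luminescence; data normalized to uninhibited and no-enzyme controls.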
Shiga toxin inh: A qHTS for Small Molecule Inhibitors of Shiga Toxin; AID 2315, 2010; actives 9.2% (n = 290,000); Vero cells, Shiga toxin protein synthesis inhibition reporter; inhibition, % at 38.7 µM; in the data active = inhibition mostly above about 28%, no sharp cut-off; inactive = mostly below about 43%; note: 0% is about no effect
Pf growth 48h: Primary qHTS for delayed death inhibitors of the malarial parasite plastid, 48 hour incubation; P. falciparum luciferase growth in erythrocytes, 48 h; Potency, µM (highest dose often 28.7 µM), inactives show at the top dose activity change, negative = inhibition, most hits filed as inhibitors; actives 5.9% (n = 310,000); AID 504832, 2011; note: potency is the fitted concentration of half-maximal effect; % is set by controls: 0 for no effect and ±100 for the full control effect
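Luminescence readout; reporter = integrated firefly luciferase in P. falciparum. RBC culture at 2% hematocrit, 0.1% parasitemia final, 37 C/5% CO2; decreased signal taken as growth inhibition.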
AmpC no deterg: qHTS Inhibitors of AmpC Beta-Lactamase (assay without detergent); AmpC nitrocefin hydrolysis, absorbance 480 nm, 0.0001% Triton; P00811; Potency, µM (doses to about 57.1 µM), for the others: at the highest dose activity change, negative = inhibition, hits mostly inhibitors; actives 0.52% (n = 330,000);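 note: potency is the fitted concentration of half-maximal effect; plate controls were no compound for no effect and no enzyme for full effect; nearly all actives have a fitted effect of over 20% in size; some results filed as inactive show a strong effect at the top dose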
Target sequence (P00811 whole entry, looked up): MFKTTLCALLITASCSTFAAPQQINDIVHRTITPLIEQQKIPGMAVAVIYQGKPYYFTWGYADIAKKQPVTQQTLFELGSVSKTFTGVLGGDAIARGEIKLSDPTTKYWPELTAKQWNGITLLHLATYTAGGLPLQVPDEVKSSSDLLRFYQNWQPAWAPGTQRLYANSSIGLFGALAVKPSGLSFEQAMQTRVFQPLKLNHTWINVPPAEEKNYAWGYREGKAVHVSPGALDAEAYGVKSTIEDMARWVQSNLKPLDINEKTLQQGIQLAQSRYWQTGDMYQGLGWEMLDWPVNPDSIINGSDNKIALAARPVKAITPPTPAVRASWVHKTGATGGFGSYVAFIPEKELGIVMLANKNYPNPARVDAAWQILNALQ
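AmpC (5.3 nM in the dispensed reagent) in 20 mM phosphate pH 7.0 with 0.01% (detergent screen) or 0.0001% Triton X-100 was preincubated with compounds for 15 min at room temperature. Nitrocefin was then added from an 800 uM solution, and hydrolysis was followed at 480 nm.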
Pf growth 96h: Primary qHTS for delayed death inhibitors of the malarial parasite plastid, 96 hour incubation; P. falciparum luciferase reporter growth, 96 h; Potency, µM (highest dose often 28.7 µM), for the others: at the highest dose activity change, negative = inhibition, most hits filed as inhibitors; actives 6.9% (n = 320,000); note: potency is the fitted concentration of half-maximal effect; % is set by controls: 0 for no effect and ±100 for the full control effect
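Erythrocytes infected with luciferase-expressing P. falciparum were dispensed at 2% hematocrit and 0.05% parasitemia (final), then incubated with compounds 96 hours at 37 C in 5% CO2. Luminescence after detection reagent addition reported growth.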
CHX counter: Cycloheximide Counterscreen for Small Molecule Inhibitors of Shiga Toxin. cell reporter, cycloheximide protein synthesis inhibition counterscreen. actives 12% (n = 300,000). max response, %; in the data active = max response mostly above about 13%, no sharp cut-off; inactive = mostly below about 14%; note: read at 38.3 µM for the half of the compounds with a filed dose; 0% is about no effect
Tb PYK inh: qHTS of Trypanosoma Brucei Inhibitors. TbPYK enzyme, Kinase-Glo Plus ATP luminescence, 45 min. Potency, µM (highest dose often 76.8 µM), inactives show at the top dose activity, negative = inhibition, usual class: inhibitors. actives 0.12% (n = 410,000). AID 624173, 2012; note: potency is the fitted concentration of half-maximal effect; % is set by controls: 0 for no effect and ±100 for the full control effect; nearly all actives have a fitted effect of over 50% in size
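Assay buffer: 50 mM TEA pH 7.2, 100 mM KCl, 10 mM MgCl2, 0.05% BSA, 0.01% Tween-20. Pyruvate kinase from T. brucei plus substrate met compound, then ADP (130 uM final). Luminescence was read post 45 min RT.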
* hit, by the source's call; & = joins results of further samples; [ ] = remark or other dose. Unless noted, calls come from the whole dose curve; as a rule, active = well fitted curve in the direction sought with a large enough effect; inconclusive = small, poorly fitted or top-dose-only effect, or another doubt; inactive = no such curve, though single readings can be large; an effect the other way counts as inactive or inconclusive.

How did COC(=O)c1ccsc1NC(=O)CCS(=O)(=O)c1ccc(Cl)cc1 do in these assays?
Pf growth 48h: -17%; AmpC no deterg: -23%; Pf growth 96h: 8%; Tb PYK inh: 5%

Results for COC(=O)c1c(-c2ccccc2)nn(-c2ccccc2)c1C(=O)OC ?
LmPK inh: 7%; Pf growth 48h: 40%[activator]; AmpC no deterg: 23%; Pf growth 96h: -3%; CHX counter: 4; Tb PYK inh: 7%

Results for COc1ccccc1CNc1cc(-c2ccccc2)ccc1OC ?
LmPK inh: 0%; Shiga toxin inh: -9; Pf growth 48h: inconclusive; AmpC no deterg: -39%; Pf growth 96h: 9.3µM*; CHX counter: 6; Tb PYK inh: -6%

Results for Cc1ccc(-c2noc(C3CCN(S(C)(=O)=O)CC3)n2)o1 ?
LmPK inh: 3%; Shiga toxin inh: 80*; Pf growth 48h: 84%[activator]; AmpC no deterg: -1%; Pf growth 96h: -28%; CHX counter: 20*; Tb PYK inh: 0%

How did O=C(NCCS(=O)(=O)N1CCN(c2cccc(Cl)c2)CC1)c1cc(=O)c2ccccc2o1 do in these assays?
LmPK inh: -2%; Shiga toxin inh: -7; Pf growth 48h: 12%; AmpC no deterg: -10%; Pf growth 96h: 23%; CHX counter: 6; Tb PYK inh: 0%&4%

How did Cc1nn(CC(=O)NCC2CCCO2)c(=O)c2ccccc12 (stereo not drawn) do in these assays?
LmPK inh: -2%; Shiga toxin inh: -17; Pf growth 48h: -1%; AmpC no deterg: -29%; Pf growth 96h: 0%; CHX counter: -8; Tb PYK inh: -6%

How did CN1C(=S)SC(N(O)C=C2C=CC(=O)C=C2)C1(C)C (stereo not drawn) do in these assays?
LmPK inh: 8%; Shiga toxin inh: -13; Pf growth 48h: -8%; AmpC no deterg: -20%; CHX counter: -2; Tb PYK inh: -12%

What do the screens show for `Cc1cc(=O)[nH]c(SCC(=O)Nc2c(C)n(C)n(-c3ccccc3)c2=O)c1C#N`?
Pf growth 48h: -13%; AmpC no deterg: -43%; Pf growth 96h: -12%; Tb PYK inh: 0%

Results for Cc1nnc(NC(=O)CCC(=O)N2CCN(CCOc3cccc4ccccc34)CC2)s1 ?
LmPK inh: 8%; Shiga toxin inh: -11; Pf growth 48h: inconclusive; AmpC no deterg: 63%[activator]; Pf growth 96h: inconclusive; CHX counter: -1; Tb PYK inh: 3%

How did N/C(Cc1cccc2ccccc12)=N\OC(=O)c1cccs1 do in these assays?
LmPK inh: -1%; Shiga toxin inh: -2; Pf growth 48h: 13µM*; AmpC no deterg: -21%; Pf growth 96h: 10%; CHX counter: -2; Tb PYK inh: 3%

Results for O=C(NC1CCCC1)C(c1c(F)cccc1Cl)N(C(=O)c1csnn1)C1CC1 (stereo not drawn) ?
LmPK inh: -2%; Shiga toxin inh: -3; Pf growth 48h: 4%; AmpC no deterg: -3%; Pf growth 96h: -4%; CHX counter: -2; Tb PYK inh: -2%

Results for CC(=O)Nc1nnc(S(=O)(=O)N2CCN(c3ccc(Cl)cc3[N+](=O)[O-])CC2)s1 ?
LmPK inh: -12%; Shiga toxin inh: 19; Pf growth 48h: 11%; AmpC no deterg: -35%; Pf growth 96h: -3%; CHX counter: -9; Tb PYK inh: 8%

Results for O=C(CN1C(=O)C2(OCCO2)c2ccccc21)c1ccc(F)cc1 ?
LmPK inh: -1%; Shiga toxin inh: -5; Pf growth 48h: -1%; AmpC no deterg: -26%; CHX counter: 1; Tb PYK inh: 4%

Results for Cc1noc(C)c1CSCC(=O)N(CCC(C)C)c1c(N)n(Cc2ccccc2)c(=O)[nH]c1=O ?
LmPK inh: -4%; Shiga toxin inh: 7; Pf growth 48h: inconclusive; AmpC no deterg: 1%; Pf growth 96h: inconclusive; CHX counter: -1; Tb PYK inh: -6%

How did COc1ccccc1C1CC(c2cccs2)=NN1C(=O)CCC(=O)O (stereo not drawn) do in these assays?
LmPK inh: -1%; Shiga toxin inh: -2; Pf growth 48h: -8%; AmpC no deterg: -18%; Pf growth 96h: inconclusive; CHX counter: -2; Tb PYK inh: -2%

Results for CN(C)/C=N/c1cc(=O)n(C)c(=O)n1CC1CC1 ?
LmPK inh: 2%; Shiga toxin inh: -13; Pf growth 48h: 25%; AmpC no deterg: -10%; Pf growth 96h: -16%; CHX counter: -4; Tb PYK inh: -2%

What do the screens show for `CCOC(=O)c1ccc(NC(=O)c2c(NC(=O)CCC(=O)O)sc3c2CCCCC3)cc1`?
LmPK inh: -1%; Shiga toxin inh: 23; Pf growth 48h: inconclusive; AmpC no deterg: -35%; Pf growth 96h: 118%[activator]; CHX counter: 17*; Tb PYK inh: 0%

Results for CCCCc1cc(=O)oc2cc(OCC(=O)NCc3ccccn3)c(Cl)cc12 ?
LmPK inh: -1%; Shiga toxin inh: 0; Pf growth 48h: 22%; AmpC no deterg: -6%; Pf growth 96h: -26%; CHX counter: -1; Tb PYK inh: 5%

What do the screens show for `Cc1ccc(C(=O)Nc2cc(S(=O)(=O)N3CCOCC3)ccc2N2CCCC2)cc1`?
Pf growth 48h: inconclusive; AmpC no deterg: 23%; Pf growth 96h: -22%; Tb PYK inh: 3%

What do the screens show for `O=C(Nc1ccccc1)N(CCN1CCOCC1)Cc1cccc(Cl)c1`?
LmPK inh: -2%; Shiga toxin inh: -19; Pf growth 48h: -24%; AmpC no deterg: 17%; Pf growth 96h: inconclusive; CHX counter: -3; Tb PYK inh: 1%

Results for COc1cccc(C2=Nc3cccc4cccc(c34)N2)c1 ?
LmPK inh: 0%; Shiga toxin inh: 16; Pf growth 48h: inconclusive; AmpC no deterg: -41%; Pf growth 96h: inconclusive; CHX counter: 14*; Tb PYK inh: -8%

How did O=C(C1CCN(S(=O)(=O)Cc2ccccc2)CC1)N1CCN(c2ncccn2)CC1 do in these assays?
LmPK inh: -10%; Shiga toxin inh: -6; Pf growth 48h: -8%; AmpC no deterg: -12%; Pf growth 96h: inconclusive; CHX counter: -1; Tb PYK inh: -1%

What do the screens show for `Cc1cc(C(=O)N/N=C/C=C/c2ccc(Br)cc2)n[nH]1`?
LmPK inh: 3%; Shiga toxin inh: -8; Pf growth 48h: 9%; AmpC no deterg: -7%; Pf growth 96h: -1%; CHX counter: -2; Tb PYK inh: -9%

Results for COc1ccc(N2C(=O)CN(Cc3cc(OC)c(OC)c(OC)c3)C2=S)cc1 ?
LmPK inh: 0%; Shiga toxin inh: -8; Pf growth 48h: inconclusive; AmpC no deterg: 77%[activator]; Pf growth 96h: 10%; CHX counter: 10; Tb PYK inh: 1%

What do the screens show for `O=C(NC1CCCCC1)C(c1cccs1)N(Cc1cccs1)C(=O)c1ccco1` (stereo not drawn)?
LmPK inh: 4%; Shiga toxin inh: -18; Pf growth 48h: 15µM*; AmpC no deterg: -5%; CHX counter: 8; Tb PYK inh: 1%

Results for CC1(C)CC(=O)C2=C(C1)NC(=S)C(C#N)C21CCCCC1 (stereo not drawn) ?
LmPK inh: -11%; Shiga toxin inh: -4; Pf growth 48h: -2%; AmpC no deterg: -44%; Pf growth 96h: inconclusive; CHX counter: -2; Tb PYK inh: 2.8µM*

What do the screens show for `COc1ccc(Cn2nnnc2CN(Cc2cc3ccc(C)cc3[nH]c2=O)C2CCCC2)cc1`?
LmPK inh: -3%; Shiga toxin inh: 20; Pf growth 48h: 9.3µM*; AmpC no deterg: -7%; Pf growth 96h: 4%[5.75 µM]; CHX counter: -3; Tb PYK inh: 9%

What do the screens show for `O=c1cc(N2CCCCC2)c(-c2ccccc2)nn1Cc1ccccc1Cl`?
LmPK inh: 3%; Shiga toxin inh: -12; Pf growth 48h: 3.3µM*; AmpC no deterg: 16%; Pf growth 96h: 2.6µM*; CHX counter: -3; Tb PYK inh: -6%

Results for O=C(O)c1nc2nc(Cl)c(Cl)nc2[nH]1 ?
LmPK inh: -5%; Shiga toxin inh: 32; Pf growth 48h: 39%[activator]; AmpC no deterg: -16%; Pf growth 96h: 38%[activator]; CHX counter: 0; Tb PYK inh: 3%

What do the screens show for `O=C(CSc1n[nH]c(=O)[nH]c1=O)c1ccccc1[N+](=O)[O-]`?
LmPK inh: 1%; Shiga toxin inh: -5; Pf growth 48h: -7%; AmpC no deterg: -6%; Pf growth 96h: inconclusive; CHX counter: 10; Tb PYK inh: -6%

Results for COc1ccccc1C1=NN(C2=NN=C(N)Cc3ncnn32)C(O)(C(F)(F)F)C1 (stereo not drawn) ?
LmPK inh: -6%; Shiga toxin inh: -3; Pf growth 48h: 0%; AmpC no deterg: -13%; Pf growth 96h: inconclusive; CHX counter: -1; Tb PYK inh: 2%

What do the screens show for `Cc1cc(C(=O)Nc2ccc(N3CCOCC3)cc2)c2ccccc2n1`?
LmPK inh: -3%; Shiga toxin inh: -6; Pf growth 48h: 9.3µM*; AmpC no deterg: 12%; Pf growth 96h: 13µM*; CHX counter: -1; Tb PYK inh: -6%

Results for COc1ccc(/C=C/C(=O)OCC(=O)NC2CCCC2)cc1 ?
Pf growth 48h: 12%; AmpC no deterg: -23%; Pf growth 96h: 34%[activator]; Tb PYK inh: -1%

What do the screens show for `CCOC(=O)c1c(CS(=O)(=O)c2ccccc2)n(C)c2cc(Br)c(O)c(CN(C)C)c12`?
LmPK inh: 9%; Shiga toxin inh: -3; Pf growth 48h: 9.3µM*; AmpC no deterg: -24%; Pf growth 96h: 37%[activator]; CHX counter: -8; Tb PYK inh: -12%

Results for Nc1nc2c3ccccc3nc(Cc3ccccc3)n2n1 ?
LmPK inh: 4%; Shiga toxin inh: 14; Pf growth 48h: inconclusive; AmpC no deterg: inconclusive; CHX counter: 7; Tb PYK inh: -9%

Results for CCN=C(Nc1ccc2c(c1)OCO2)SC1CC(=O)N(c2ccc(OC)cc2)C1=O (stereo not drawn) ?
LmPK inh: 8%; Shiga toxin inh: 2; Pf growth 48h: inconclusive; AmpC no deterg: 0%; Pf growth 96h: inconclusive; CHX counter: -1; Tb PYK inh: -5%

3 consecutive compounds out of the list so far, quoted:
What do the screens show for `CCOC(=O)c1c(CS(=O)(=O)c2ccccc2)n(C)c2cc(Br)c(O)c(CN(C)C)c12`?
LmPK inh: 9%; Shiga toxin inh: -3; Pf growth 48h: 9.3µM*; AmpC no deterg: -24%; Pf growth 96h: 37%[activator]; CHX counter: -8; Tb PYK inh: -12%

Results for Nc1nc2c3ccccc3nc(Cc3ccccc3)n2n1 ?
LmPK inh: 4%; Shiga toxin inh: 14; Pf growth 48h: inconclusive; AmpC no deterg: inconclusive; CHX counter: 7; Tb PYK inh: -9%

Results for CCN=C(Nc1ccc2c(c1)OCO2)SC1CC(=O)N(c2ccc(OC)cc2)C1=O (stereo not drawn) ?
LmPK inh: 8%; Shiga toxin inh: 2; Pf growth 48h: inconclusive; AmpC no deterg: 0%; Pf growth 96h: inconclusive; CHX counter: -1; Tb PYK inh: -5%

Screening data as filed in PubChem BioAssay.

Hits appear at their usual frequency; 22% or so of the library scored in one or more.
